High-throughput results as filed in PubChem BioAssay.
D3 antag: antagonists of human D3 dopamine receptor; max response, negative = inhibition, %; P35462; D3R cells, DiscoveRx beta-arrestin luminescence, antagonist mode; hits give low values; 360,000 compounds, 2.5% hits; in the data active = max response below about -50%; inconclusive = no clear call, values can overlap the other calls; also: % is scaled to controls: 0 for no effect and ±100 for the full control effect; mostly tested at two doses, the higher about 12 µM
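Cells plated overnight at 1500 cells/well, then exposed to library compounds with dopamine controls for 90 minutes at 37 degrees C. DiscoveRx reagent added for 30–60 minutes at room temperature; luminescence read, quantitative HTS format.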
aSyn yeast inh: inhibitors of alpha-synuclein toxicity in yeast; Yeast expressing alpha-synuclein, growth rescue, BacTiter-Glo, 24 h; Potency, µM (series often up to 46.1 µM), for inactives: at the highest dose growth rescue (activation), usual class: activators; 370,000 compounds, 0.14% hits; also: potency is read from the fitted curve at half-maximal effect; % of control where 0% means no effect; nearly all actives have a fitted effect of over 65% in size
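Readout is rescue of growth in alpha-synuclein-expressing yeast, so inhibitors of toxicity appear as activators. Growth after 24 hr at 30 deg C in galactose medium is quantified by luminescence.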
HEK293 tox: cytotoxicity in counter-screen for GLP-1R inverse agonists; Potency, µM (series often up to 38.3 µM), for inactives: at the top dose activity change, negative = inhibition, actives largely listed as inhibitors; 410,000 compounds, 0.13% hits; HEK293 cAMP-luciferase reporter cells, luminescence, 24 h;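 also: loss of luciferase light is scored as toxicity; potency is read from the fitted curve at half-maximal effect; % is scaled to controls: 0 for no effect and ±100 for the full control effect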
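Seeding density was 200 cells/uL; after overnight-length (12 h) culture, 23 nL compounds went on for 24 h at 37 °C. Readout used a luciferase detection reagent, luminescence taken after 12 min at room temperature.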
GLP-1R inv ag: inverse agonists of human GLP-1 receptor; 410,000 compounds, 1.6% hits; Potency, µM (top dose mostly 38.3 µM), for the others: at the top dose activity change, negative = inhibition, usual class: inhibitors; HEK293 GLP-1R CRE-luciferase, luminescence, 24 h; GLP-1R form is constitutively active; P43220; also: potency is read from the fitted curve at half-maximal effect; % is scaled to controls: 0 for no effect and ±100 for the full control effect; nearly all actives have a fitted effect of over 55% in size
Target sequence (P43220 whole entry, looked up): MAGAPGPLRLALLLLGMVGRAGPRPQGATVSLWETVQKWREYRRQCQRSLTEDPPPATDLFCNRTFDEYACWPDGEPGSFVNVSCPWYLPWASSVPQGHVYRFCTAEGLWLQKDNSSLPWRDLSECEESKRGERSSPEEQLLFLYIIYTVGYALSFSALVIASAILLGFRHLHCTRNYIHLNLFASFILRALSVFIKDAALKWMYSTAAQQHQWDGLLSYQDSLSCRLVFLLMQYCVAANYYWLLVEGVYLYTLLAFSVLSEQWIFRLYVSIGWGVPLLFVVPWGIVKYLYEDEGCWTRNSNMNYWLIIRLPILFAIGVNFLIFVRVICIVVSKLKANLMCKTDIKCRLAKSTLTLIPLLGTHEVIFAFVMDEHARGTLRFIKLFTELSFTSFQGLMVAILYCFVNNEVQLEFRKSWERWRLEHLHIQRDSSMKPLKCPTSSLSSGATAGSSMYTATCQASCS
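HEK293 cells stably co-expressing constitutively active GLP-1R and a cAMP-responsive luciferase reporter were seeded in DMEM with 10% Nu serum, given compounds after 12 h, and incubated 24 h at 37 deg C. Luminescence was then read.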
PTHR1 ag: activates the human parathyroid hormone receptor PTHR1; Q03431; HEK293 GP2 PTHR1 cells, GloSensor cAMP luminescence, 1 h; Potency, µM (top dose mostly 115 µM), inactives show top-dose activation, usual class: activators; 410,000 compounds, 0.075% hits; also: potency is read from the fitted curve at half-maximal effect; nearly all actives have a fitted effect of over 55% in size; some results filed as inactive show a strong effect at the top dose; inactives centre near -15; many of its hits are not listed in these tables
Target sequence (Q03431 whole entry, looked up): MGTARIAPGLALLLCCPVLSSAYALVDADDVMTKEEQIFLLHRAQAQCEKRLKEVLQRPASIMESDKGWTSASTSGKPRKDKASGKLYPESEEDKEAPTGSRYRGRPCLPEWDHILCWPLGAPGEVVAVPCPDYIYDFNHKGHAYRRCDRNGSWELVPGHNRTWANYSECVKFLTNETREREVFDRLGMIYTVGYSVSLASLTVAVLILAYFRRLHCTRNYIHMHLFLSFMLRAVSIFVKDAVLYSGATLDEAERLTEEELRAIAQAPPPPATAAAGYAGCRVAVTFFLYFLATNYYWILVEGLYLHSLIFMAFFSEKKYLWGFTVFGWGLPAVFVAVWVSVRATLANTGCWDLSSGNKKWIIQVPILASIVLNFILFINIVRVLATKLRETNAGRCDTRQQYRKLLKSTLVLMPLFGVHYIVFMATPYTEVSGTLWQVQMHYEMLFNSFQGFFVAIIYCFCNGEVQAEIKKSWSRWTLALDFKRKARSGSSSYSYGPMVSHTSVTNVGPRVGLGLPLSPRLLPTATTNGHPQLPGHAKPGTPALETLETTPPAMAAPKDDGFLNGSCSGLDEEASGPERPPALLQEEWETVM
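HEK-293-derived GP2 cells expressing PTHR1 and a GloSensor cAMP reporter, 3,000/well, plated overnight, given luciferin plus IBMX (each 0.5 mM as added) for 1 h at 37 °C, then compound for 1 h at 37 °C. Luminescence was read after 15 min at room temperature.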
KB-V1 cytotox: KB-V1 MDR subline cytotoxicity | Potency, µM (top dose mostly 46.1 µM), for the others: at the highest dose activity change, negative = cytotoxicity, actives largely listed as cytotoxic | KB-V1 MDR cells viability, CellTiter-Glo, 72 h | AID 1347076 | 400,000 compounds, 3.4% hits; also: potency is read from the fitted curve at half-maximal effect; % is scaled to controls: 0 for no effect and ±100 for the full control effect; nearly all actives have a fitted effect of over 60% in size
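Following 72 h at 37 degrees C with compound, KB-V1 cell viability was read by CellTiter-Glo luminescence, medium being phenol-red-free DMEM plus 10% FBS; concentration-response parameters came from normalized, curve-fitted qHTS data.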
GLP1R ag: activates the human GLP-1 receptor | Potency, µM (top dose mostly 45.6 µM), inactives show at the highest dose activation, most hits filed as activators | P43220 | HEK293 GLP-1R CRE-luciferase, luminescence, 4-6 h; cells express a hypersensitive GLP-1R form | 380,000 compounds, 0.007% hits | AID 624172; also: potency is read from the fitted curve at half-maximal effect; % of control where 0% means no effect
TDP-43 yeast inh: TDP-43 toxicity inhibition in yeast; 410,000 compounds, 1.8% hits; TDP-43 expressing yeast growth rescue, BacTiter-Glo, 24 h; Potency, µM (series often up to 46.1 µM), inactives show at the highest dose growth rescue (activation), hits mostly activators; AID 652104; also: potency is read from the fitted curve at half-maximal effect; % of control where 0% means no effect; nearly all actives have a fitted effect of over 50% in size
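Yeast expressing TDP-43 (pregrown in raffinose, seeded at OD600=0.02 in galactose medium) exposed to compounds 24 hr at 30 deg C. Growth read by BacTiter-Glo luminescence; rescue of toxicity appears as increased signal.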
DRD3 agonist: D3 dopamine receptor (human) agonism. P35462. D3R DiscoveRx beta-arrestin cells, luminescence, 90 min. max activation, %. 410,000 compounds, 0.58% hits; in the data active = max activation above about 30%; also: 0% is about no effect; mostly tested at two doses, the higher about 12 µM
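Agonist mode: compounds and dopamine controls were applied to plated cells for 90 min at 37 degrees C after an overnight attachment at 1500 cells/well. Luminescent read-out followed 30 - 60 minutes at room temperature with DiscoveRx detection reagent.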
* hit, by the source's call; i = inactive; ? = inconclusive; / = no result given; & = joins results of further samples; [ ] = remark or other dose. Unless noted, calls follow the shape of the dose curve; as a rule, active = well fitted curve in the direction sought with a large enough effect; inconclusive = small, poorly fitted or top-dose-only effect, or another doubt; inactive = no such curve, though single readings can be large; an effect the other way counts as inactive or inconclusive. These rows are one share of the data; rates above refer to the full screens.

SMILES	D3 antag	aSyn yeast inh	HEK293 tox	GLP-1R inv ag	PTHR1 ag	KB-V1 cytotox	GLP1R ag	TDP-43 yeast inh	DRD3 agonist
C=CCNC(=O)COc1ccc(S(=O)(=O)NC2CCCCC2)cc1	-3.1	0.8%	13.8%	5.6%	-1.0%[57.5 µM]	4.3%	-1.2%	-10.1%	0.5
CCCN(C(=O)CSc1nnc(N)s1)c1c(N)n(Cc2ccccc2)c(=O)[nH]c1=O	17.3	-2.2%	6.6%	-2.4%	i	/	-10.3%	14.0%	-0.8
O=C(NCc1ccccn1)c1c(-c2ccccc2)sc2ccccc12	-20.7	-0.3%	-14.3%	4.0%	-21.3%	0.0%	10.5%	?	-7.5
Cc1cccc(N2CCN(C(=O)Cc3ccccc3[N+](=O)[O-])CC2)c1C	16.5	7.4%	-15.4%	?	-21.8%	?	8.3%	?	22.6
Cc1nn(C(=O)N2CCCCC2)c(C)c1CN1C(=O)c2ccccc2C1=O	9.5	?	0.6%	22.3%	i	-9.3%	6.7%	29.4%	0.4
COC(=O)c1[nH]c2ccc(Br)cc2c1NC(=O)C(C)N1CCN(C2CCCCC2)CC1 (stereo not given)	11.3	-1.9%	-16.2%	-12.8%	i	?	-35.2%[inhibitor]	-0.1%	-7.1
O=[N+]([O-])/C(C(=C(Cl)Cl)N1CCOCC1)=C1\NCCO1	-19.1	4.1%	-25.5%[0.307 µM]	3.8%[0.307 µM]	-22.7%	0.3%	3.0%	-11.0%	4.5
C=CCn1c(C)cc(C(=O)CSc2nnc(C3CC3)n2C2CC2)c1C	3.4	5.3%	-8.0%	-18.8%	-15.1%	/	-4.2%	18.6%	0.0
CN(c1ccccc1)S(=O)(=O)c1ccc(C(=O)NCc2cccnc2)cc1	-14.9	-4.9%	-13.9%	-1.8%	-2.2%	-8.6%	-5.7%	-3.0%	-7.9
Cc1ccc(S(=O)(=O)NN2C(=O)c3ccccc3NC2c2ccccc2F)cc1 (stereo not given)	7.1	-2.6%	6.9%	16.2%	-7.0%	-6.8%	0.7%	10.4%	-28.2

Next part; the last two above are carried over.
SMILES	D3 antag	aSyn yeast inh	HEK293 tox	GLP-1R inv ag	PTHR1 ag	KB-V1 cytotox	GLP1R ag	TDP-43 yeast inh	DRD3 agonist
CN(c1ccccc1)S(=O)(=O)c1ccc(C(=O)NCc2cccnc2)cc1	-14.9	-4.9%	-13.9%	-1.8%	-2.2%	-8.6%	-5.7%	-3.0%	-7.9
Cc1ccc(S(=O)(=O)NN2C(=O)c3ccccc3NC2c2ccccc2F)cc1 (stereo not given)	7.1	-2.6%	6.9%	16.2%	-7.0%	-6.8%	0.7%	10.4%	-28.2
Cc1ccc(-c2nc3scc(CCNS(=O)(=O)c4ccc(C)c(C)c4)n3n2)cc1	/	/	-1.2%	2.3%	-4.0%	/	/	8.6%	10.0
CCc1ccccc1NC(=O)CSc1nc2n[nH]c(C)c2c(=N)n1-c1cccc(C)c1	/	/	-0.3%	41.9%[activator]	i	/	/	16.2%	4.5
O=C(Nc1ccc(OC(=O)c2cccs2)cc1)c1ccco1	-7.0	-16.5%	-4.3%	8.3%	-54.5%[inhibitor]	-13.3%	2.8%	16.6%	0.9
CC(C)C[C@H]1CNC(=O)C(=O)N1C[C@H]1CCCN1C[C@H](CC(C)C)N1C[C@H](Cc2ccccc2)N(CCc2ccccc2)C(=O)C1=O	0.0	-2.2%	5.6%	4.2%	?	3.1%	0.2%	-10.0%	-7.7
CSc1ccccc1NC(=O)CN1CCN(c2ccccn2)CC1	10.0	-1.2%	-19.0%	-27.4%	-34.2%[inhibitor]	2.6%	11.0%	-2.7%	2.0
COc1ccc(C(=O)NCc2nnc(SCC(=O)c3ccccc3)o2)cc1	5.3	5.8%	-7.2%	-19.8%	-14.6%	-3.5%	3.0%	0.7%	5.2
CCC(C(=O)OCC(=O)Nc1cccc(OC)c1)c1ccccc1 (stereo not given)	13.6	-0.5%	2.7%	?	-24.6%	?	0.1%	?	-6.0
NC(=O)CC(NC(=O)Cc1cccc2ccccc12)c1ccc(N2CCCCCC2)c([N+](=O)[O-])c1 (stereo not given)	-68.1*	-3.2%	-1.1%	-25.8%	-16.3%	11.4%	12.5%	12.9%	-36.8
CC1=CC(C)(C)Nc2ccccc21	14.2&9.4	0.3%&-19.5%	-4.8%&-23.2%	2.8%&-22.8%	-6.9%	6.3%&0.9%	-3.1%&-3.0%	0.0%&-0.1%	11.4&0.2
CC1(C(=O)Nc2cnc3ccccc3c2)CCN1C(=O)C/C=C/c1ccccc1 (stereo not given)	25.5	11.9%	-5.0%	-11.2%	-49.2%[inhibitor]	4.0%	5.9%	0.0%	6.4
COc1ccc(C2CC(c3ccccc3)=NN2c2ccc(S(N)(=O)=O)cc2)cc1OC (stereo not given)	11.1	18.5%	189.4%[activator]	?	-10.5%	-17.5%	7.1%	-2.9%	7.7
Cc1ccc2nc(COc3cccc(NC(=O)c4ccccc4Cl)c3)cc(=O)n2c1	/	/	-4.0%	-14.9%	i	0.2%	/	1.5%	0.8
COc1ccc(NC2=CC(=O)N(C)C2=O)cc1	-15.5	4.8%	-5.5%	-26.2%	-17.2%	-9.4%	7.0%	-0.5%	4.5
Cc1ccc(NC(=O)CCNS(=O)(=O)c2ccccc2)c(C(=O)c2ccccc2)c1	10.5	4.3%	7.1%	?	-29.5%	?	-2.2%	9.7%	-2.7
O=C(COC(=O)c1ccc2ccccc2n1)c1ccccc1	0.9	9.4%	-2.5%	9.6%	-5.1%	4.0%	-0.2%	-22.0%	1.5
CC(C)CN1CC(C)C(=O)N(c2ccccc2)C1=S (stereo not given)	-18.8	-2.6%	5.1%	-0.6%	i	6.3%	9.4%	-7.6%	-10.4
O=C(CN1C(=O)c2ccccc2C1=O)OCCOCCN=C1NS(=O)(=O)c2ccccc21	?	-7.5%	6.2%	16.5%	-11.8%	4.5%	-2.8%	-8.3%	2.0
CC(C)CCNC(=O)COc1cccc2c1OC(C)(C)C2	5.3	0.4%	6.4%	?	i	?	6.0%	-7.5%	1.6
CCOc1ccc(NC(=O)CN(C)C(=O)CCCc2c[nH]c3ccccc23)cc1OCC	-2.4	-3.9%	-6.5%	-25.4%	i	0.9%	13.7%	-15.0%	1.8
COc1ccc(-c2cc3ccccc3n2CC(O)CNC(CO)(CO)CO)cc1 (stereo not given)	39.7	-5.1%	-18.2%	-22.7%	-6.5%[57.5 µM]	-12.3%	-1.3%	-15.8%	-0.8
CCCCCc1cc(=O)oc2c(C(CCN3CCCC(C)C3)c3ccc(N(C)C)cc3)c(OC)cc(OC)c12 (stereo not given)	-19.6	-18.7%	?	?	-92.5%	?	0.0%	5.8%	-63.7
COc1ccccc1NC(=S)N1CCC(C(=O)c2ccc(F)cc2)CC1	17.3	1.9%	-19.4%	?	i	0.0%	-0.8%	28.0%	3.6
COC(=O)c1ccc2c(=O)[nH]c(COC(=O)CCC(=O)c3ccc(Cl)cc3)nc2c1	9.7	-0.3%	3.0%	4.3%	-3.3%	2.4%	5.4%	-8.8%	-7.7
CC(C)(C)C(=O)N1N=C(c2ccc(NS(C)(=O)=O)cc2)CC1c1cccs1 (stereo not given)	-3.1	5.6%	?	?	-16.5%	?	31.2%	26.7%	-8.4
Clc1ccc(CN2C3=NCCCN3c3ccccc32)c(Cl)c1	1.4	7.0%	-29.1%	8.91µM*	-10.3%	?	3.4%	-3.4%	-12.0
O=C(CN1C(=O)c2ccccc2C1=O)NCCc1c[nH]c2ccccc12	-22.4	-5.4%	-4.9%	4.0%	i	0.0%	-5.3%	-1.1%	-5.3
c1ccc(-c2nnsc2Sc2ccccn2)cc1	7.6	-0.6%	2.9%	14.5%	-2.3%	-1.2%	19.9%	?	4.4
Cc1ccc(C(=O)CSc2nnc(N)s2)c(C)c1	3.1	-0.9%	-0.3%[0.307 µM]	-12.6%[0.307 µM]	-22.6%	-2.4%	-0.2%	0.0%	-3.5
CC(C)C[C@H](NC(=O)C1CC(=O)N(c2ccc3c(c2)OCO3)C1)C(=O)NCc1ccco1 (stereo not given in full)	-1.9	8.9%	4.3%	15.4%	i	-0.6%	-4.1%	8.8%	-5.2
CCS(=O)(=O)n1nc(-c2ccccc2)nc1N	-6.2	-8.2%	-8.2%	12.1%	i	-3.9%	1.9%	-0.1%	0.8
CSc1cccc(NC(=O)/C=C/c2ccc(Cl)cc2)c1	?	-12.1%	-18.1%	0.0%	-1.4%[57.5 µM]	14.6µM*	0.1%	9.4%	-58.9
CCOc1cccc(N2C(=O)CC(N3CCN(c4ccc(S(=O)(=O)CC)cc4)CC3)C2=O)c1 (stereo not given)	-19.2	10.2%	4.9%	0.0%	i	4.2%	-15.6%	-7.1%	-6.3
O=c1oc2ccccc2c2c1cnc1ccccc12	53.5	0.1%	1.9%	9.0%	-19.3%	0.0%	-1.6%	13.0%	6.0
COc1ccc(C2C3CCCCC3(O)CCN2C(=O)c2cccs2)cc1 (stereo not given)	-5.9	-1.2%	-62.1%	-21.4%	i	-11.5%	1.4%	11.5%	-2.4
COc1cc(C(=O)OCC(=O)c2ccccc2)cc2c1OCCO2	-9.7	-7.3%	4.1%	11.5%	-18.8%	-5.9%	13.9%	4.8%	-5.5
CCn1nc(C)c(CCN(C)C(=O)Nc2cc(Cl)ccc2C)c1C	/	/	4.0%	1.7%	i	-7.1%	/	28.7%	4.4
COCCN1CN=C(Nc2nc3ccccc3o2)NC1	-5.7	-7.0%	2.3%	10.7%	1.6%[57.5 µM]	10.1%	2.8%	5.7%	4.8
Cc1cc(C)c(NC(=O)CSc2nc3c(c(=O)n2C)SC(C)C3)c(C)c1 (stereo not given)	31.6	-6.1%	-25.1%	22.0%	-24.2%	-0.5%	2.3%	9.8%	3.7
